High-throughput results as filed in PubChem BioAssay.
TcdB GH inh: TcdB glycohydrolase inhibitors, primary screen, biochemical, single point, plate reader; Toxin B (Clostridioides difficile), P18177; actives 0.24% (n = 350,000); TcdB glycohydrolase enzymatic assay; inhibition, % at 9.99 µM; AID 652162, 2013; in the data active = inhibition above about 10%
PrPC TRFRET: inhibitors of human cell surface prion protein PrPC, primary screen, cell-based, TR-FRET; Major prion protein (Homo sapiens), P04156; TR-FRET read-out; inhibition, % at 13.8 µM; actives 0.43% (n = 370,000); AID 720596, 2013; in the data active = inhibition above about 24%; note: 0% = median of the test wells and 100% = reference compound wells
FadD28 FP inh: inhibitors of FadD28 bisubstrate probe binding, primary screen, biochemical, fluorescence polarization, single point; Mycobacterium tuberculosis FadD28 fatty-acid-AMP ligase; inhibition, % at 12.5 µM; actives 0.22% (n = 360,000); in the data active = inhibition above about 8.5%, passing the limit was not always enough; inconclusive = no clear call, values can overlap the other calls
CCHF vOTU inh: CCHFV vOTU protease inhibitors, primary screen, biochemical, Pep-AMC substrate, fluorescence; AID 651958, 2012; actives 0.55% (n = 370,000); inhibition, % at 11.5 µM; Crimean-Congo hemorrhagic fever virus L polyprotein viral ovarian tumor (vOTU) protease …; in the data active = inhibition above about 30%; note: 0% = vehicle wells with enzyme and 100% = no enzyme wells
PfHsp40 rescue: rescue of yeast from PfHsp40 toxicity, primary screen, S. cerevisiae, ATP luminescence | AID 504582, 2011 | S. cerevisiae expressing PfHsp40, growth rescue | actives 0.68% (n = 340,000) | growth rescue, % at 12.5 µM; in the data active = growth rescue above about 28%, passing the limit was not always enough; inconclusive = no clear call, values can overlap the other calls;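 note: yeast W303a lacking pdr1 and pdr3 grown in galactose medium; growth measured after three days at 30 °C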
BoNT-A LC inh2: BoNT/A light chain protease inhibitors, primary screen, biochemical, flow cytometry, MLPCN library. inhibition, % at 10 µM. Botulinum neurotoxin type A light chain protease (Clostridium botulinum A str. ATCC 3502). AID 588499, 2011. multiplex microsphere protease substrate cleavage. actives 0.17% (n = 360,000); note: plate controls were buffer without enzyme for full effect and enzyme alone for no effect
Anthrax LF inh2: Bacillus anthracis LF protease inhibitors, primary screen, biochemical, multiplex microsphere, MLPCN library; Lethal factor (Bacillus anthracis), P15917; actives 0.12% (n = 360,000); inhibition, % at 10 µM; AID 588501, 2011; multiplex microsphere protease cleavage assay; note: plate controls were buffer without enzyme for full effect and enzyme alone for no effect
Target sequence (P15917 whole entry, looked up): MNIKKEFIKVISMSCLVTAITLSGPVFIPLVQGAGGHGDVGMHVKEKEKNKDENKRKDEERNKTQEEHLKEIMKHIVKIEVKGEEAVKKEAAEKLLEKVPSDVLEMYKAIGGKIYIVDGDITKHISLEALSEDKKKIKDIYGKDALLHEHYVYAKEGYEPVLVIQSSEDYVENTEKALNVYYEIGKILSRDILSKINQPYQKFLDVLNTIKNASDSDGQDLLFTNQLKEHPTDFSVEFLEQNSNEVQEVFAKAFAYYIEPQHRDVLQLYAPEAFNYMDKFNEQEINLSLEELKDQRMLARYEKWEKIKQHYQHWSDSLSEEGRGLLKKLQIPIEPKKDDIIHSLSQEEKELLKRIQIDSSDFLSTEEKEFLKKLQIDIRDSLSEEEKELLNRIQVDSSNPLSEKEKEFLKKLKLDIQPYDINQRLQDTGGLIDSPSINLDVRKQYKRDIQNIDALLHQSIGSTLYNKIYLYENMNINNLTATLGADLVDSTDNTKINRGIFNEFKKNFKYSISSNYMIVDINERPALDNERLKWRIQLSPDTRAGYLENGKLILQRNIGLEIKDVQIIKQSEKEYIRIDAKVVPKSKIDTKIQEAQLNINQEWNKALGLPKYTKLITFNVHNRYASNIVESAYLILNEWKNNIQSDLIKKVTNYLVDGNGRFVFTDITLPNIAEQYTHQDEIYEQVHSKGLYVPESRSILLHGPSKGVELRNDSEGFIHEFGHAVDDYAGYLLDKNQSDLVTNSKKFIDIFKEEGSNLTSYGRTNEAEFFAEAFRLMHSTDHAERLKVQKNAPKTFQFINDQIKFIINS
BoNT F protease: BoNT/F light chain protease inhibitors, primary screen, biochemical, flow cytometry, MLPCN library | Multiplex microsphere protease cleavage assay | AID 588497, 2011 | Botulinum neurotoxin type F light chain protease (Clostridium botulinum) | actives 0.22% (n = 360,000) | inhibition, % at 10 µM; in the data active = inhibition above about 35%, passing the limit was not always enough; inconclusive = no clear call, values can overlap the other calls; note: plate controls were buffer without enzyme for full effect and enzyme alone for no effect
Y pestis TopoI: Yersinia pestis topoisomerase I inhibitors, primary screen, biochemical, cleavage product accumulation, plate reader, single point; activity, % at 10 µM; actives 0.064% (n = 360,000); DNA topoisomerase I (Yersinia pestis CO92); Y. pestis Topo-I cleavage product accumulation; in the data active = activity above about 50%, passing the limit was not always enough; inconclusive = no clear call, values can overlap the other calls; note: inactives centre near 2
Numbers without * were called inactive; ? = inconclusive; . = not tested or not shown; & = joins results of further samples. Cut-off read from the data, not from the text of the source, unless noted: active = inhibition above about 30%; inconclusive = no clear call, values can overlap the other calls; inactive = below that.

SMILES	TcdB GH inh	PrPC TRFRET	FadD28 FP inh	CCHF vOTU inh	PfHsp40 rescue	BoNT-A LC inh2	Anthrax LF inh2	BoNT F protease	Y pestis TopoI
COc1cc2c(cc1OC)C(c1cccs1)N(C(=O)c1ccc(S(=O)(=O)N(C)C)cc1)CC2 (stereo not given)	0.7	2	-1.2	28	-0.5	-1.4	0	-2	11
Cc1ccc(C2(CC(=O)N3CCCC3)CCOC(C(C)C)C2)cc1 (stereo not given)	.	10	-0.5	7	-0.2	-0.1	4	-2	11
COc1ccc(Nc2nc(NC(C)C)nc3ccsc23)cc1OC	1.6	-5	-4.3	23	.	-0.3	-2	-2	-9
Clc1ccccc1-c1nc(-c2ccncc2)no1	1.5&0.7	-3&-14	0.1&-0.8	-3&4	3.3&3.1	-1.8&-0.9	11&-15	?	-4&-1
COc1ccc(/C=C(/NC(=O)c2ccccc2)C(=O)N2CCC(C)CC2)cc1	-5.5	-5	0.9	23	0.5	2.2	-2	0	18
CN(C(=O)c1cccc(NC(=O)Cc2ccc(NC(=O)C3CCCN(C(=O)c4ccccc4)C3)cc2)c1)C1CCCCC1 (stereo not given)	1.6	1	-3.6	-5	1.4	-0.2	-4	-2	5
CCN=C(NC#N)SCc1c(F)cccc1Cl	0.6	8	-2.3	-2	1.7	0.4	1	-1	-3
COc1ccc(Br)cc1CNC(=O)CCc1nc(-c2ccc(C)cc2)no1	.	0	-3.7	6	-0.7	-0.3	-1	2	12
Cc1ccc2[nH]c3c(c2c1)CCN1C(=O)OC(C)(C)C31C (stereo not given)	0.5	-5	1.1	6	-0.7	-0.6	0	2	5
O=C1OCc2cccc3cccc1c23	.	-18	-1.8	-61	0.0	-0.3	-2	0	-4
Cc1cc(C)nc(SCc2nnc(SCC(=O)Nc3nc(-c4ccccc4)cs3)n2C)n1	.	5	-1.4	2	0.1	-0.1	-1	-1	15
Cc1cc(=O)oc2cc(OCCSCCN3CCCCC3)ccc12	0.4	-11	-2.4	-17	0.1	-2.7	2	?	9
CC(C)C(c1nnnn1Cc1ccc(F)cc1)N1CCN(C(=O)c2ccco2)CC1 (stereo not given)	.	0	0.1	5	1.0	-0.2	0	-8	0
COc1ccccc1CNC(=O)c1c(-c2ccccc2Cl)noc1C	0.5	9	-3.9	-3	0.3	0.2	-18	-26	15
CCOc1cc(/C=C2/SC(=S)N(CC(=O)O)C2=O)ccc1OC(=O)c1cccs1	1.8	-15	3.2	19	-0.4	-0.3	-1	-4	12
Cc1[nH]n(-c2ccccc2)c(=O)c1S(=O)(=O)c1ccccc1	.	2	1.1	7	-0.4	0.1	-2	-1	11
c1ccc(Cc2nnc(N3CCCCC3)c3ccccc23)cc1	0.5	-11	-1.7	16	.	-0.6	-6	-3	5
Cc1ccc(-c2nn(CC(=O)O)c(=O)c3ccccc23)cc1	.	3	-3.4	0	-0.6	0.0	-1	13	-9
CCNC(=O)c1cc(S(=O)(=O)N(C)C)c(Cl)cc1Cl	0.5	-4	-1.8	-8	-0.7	-0.7	-5	0	28
Oc1ccc(/C=N/Nc2ccnc3cc(Cl)ccc23)c(O)c1	0.0	0	-4.2	4	0.8	-0.6	-3	-4	-50
COC(=O)c1sc(-c2ccc(Cl)cc2)cc1NC(=O)COCC(=O)O	1.4	-16	-4.1	5	0.3	-36	-27	?	6
CO[C@H]1CC=C2CCN3CCC4=C(CC(=O)OC4)[C@]23C1	0.8	-3	-2.2	5	-0.1	-0.8	2	-2	4
Cc1ccc(CN2CCNC(=O)C2CC(=O)NCC(F)(F)F)o1 (stereo not given)	1.8	-3	-4.1	-1	0.5	-0.9	0	-3	5
CC(C)(C)c1ccc(C(=O)NCC(=O)OCC(=O)Nc2ccccc2[N+](=O)[O-])cc1	.	-5	3.4	-3	-0.3	0.1	0	-2	17
COCCCNC(=S)Nc1ccc2nc(N3CCOCC3)cc(C)c2c1	1.5	-2	0.0	-40	0.9	1.0	-1	9	2
CCCCOc1ccc(C(C)NC(=O)C2CCCN(S(=O)(=O)CC)C2)cc1 (stereo not given)	.	-2	2.1	-3	0.3	-0.3	-5	-2	-3
CCN(C[C@H]1N[C@@](CC)(C(=O)OC)[C@H]2C(=O)N(C)C(=O)[C@@H]12)S(=O)(=O)c1ccccc1	0.5	-2	-0.8	-7	0.2	-0.2	4	5	-6
Cc1ccc(C2Nc3ccccc3NC3=C2C(=O)OC(C)C3)cc1 (stereo not given)	2.5	-4	-1.7	8	-0.3	-1.1	1	-30	2
O=C(NNc1nc(=O)c2cccnc2s1)c1ccccc1O	0.0	6	-2.1	1	11	-3.2	-4	-5	-2
NC(=O)c1cc2ccc(O)cc2oc1=Nc1ccccc1	.	-4	-0.4	-223	-0.6	-0.4	-2	-2	-10
c1ccc2c(C3=NNC(=NC4CCCCC4)SC3)c[nH]c2c1	0.5	-2	-5.4	-6	6.9	1.5	0	-7	-17
O=C(CCNC(=O)OCC1c2ccccc2-c2ccccc21)NOCc1ccccc1	-0.6	-5	-2.9	2	0.1	-0.3	-3	0	4
Cc1cnc(NC(=O)CSc2ncn(-c3ccccc3)n2)s1	.	0	-0.5	-2	-0.4	-1.4	-13	-5	3
CCOC(=O)c1c(C)[nH]c(C(=O)OCC(=O)Nc2cc(C)ccc2OC)c1C	.	-5	1.1	5	0.7	0.0	-2	1	9
O=C(Cc1ccccc1)Nc1ccccc1CO	.	0	-2.4	12	0.6	-0.9	2	-13	5
N/C(=N\OC(=O)/C=C/c1ccc(Br)cc1)c1ccccn1	.	2	2.0	2	-2.1	1.1	-2	2	1
CCNC(=O)/C(C#N)=C/c1c(N2CCCCCC2)nc2c(C)cccn2c1=O	2.6	-10	-1.0	8	-0.9	-0.3	12	18	30
O=c1c2ccccc2oc2cc(Br)ccc12	0.7	-6	-2.1	6	-0.4	-0.3	-4	3	-9
COC(=O)CC1(CC(=O)OC)C(=O)NC(=O)NC1=O	.	-9	1.0	-7	-0.5	.	.	.	3
COc1cc2c(cc1NC(=O)C(C)Sc1ccc(C)cc1)oc1ccccc12 (stereo not given)	2.2	6	0.6	4	-0.8	0.2	-9	-12	18
O=C(COC(=O)C1(c2ccccc2)CC1)N1CCN(c2ccc(F)cc2)CC1	.	2	-3.8	17	0.0	-0.3	-2	-4	20
CSCCC(NC(=O)c1ccccc1Cl)C(=O)N1CCCCCCC1 (stereo not given)	-0.4	3	-4.3	-1	-1.3	-0.1	5	4	5
COc1ccc(NC(=O)COc2cc(O)c3c(c2)OC(C)(C)CC3=O)cc1	2.2	12	2.2	1	1.4	-0.8	-4	-15	14
COc1ccc2cc(CN(CCO)C(=O)c3ccccc3F)c(=O)[nH]c2c1	.	0	-0.9	5	-0.7	0.1	-2	-2	8
O=C(NCc1n[nH]c(=S)n1-c1ccc(Cl)c(Cl)c1)c1ccc(S(=O)(=O)N2CCOCC2)cc1	0.3	-2	-3.0	-12	-0.4	-0.6	0	-4	-8
N#Cc1cc2c(nc1SCC(=O)Nc1sc3c(c1C#N)CCC3)CCCCCC2	.	2	-2.9	7	0.1	0.2	-1	-15	12
O=C(c1ccc(Cl)cc1)C1CCCN(Cc2ccc3ncccc3c2)C1 (stereo not given)	0.9	2	-5.6	15	3.4	-0.8	-8	-10	8
CCCS(=O)(=O)c1c(S(=O)(=O)CCC)c2c(N)cccn2c1C(=O)c1ccc(Br)cc1	.	7	0.4	-7	4.9	0.3	1	8	32
CCOC(=O)c1cccc(NC(=O)CCNS(=O)(=O)c2cccc3nonc23)c1	16*	-38	-3.9	15	0.1	-0.3	1	-1	1
CC(=O)Nc1ccc(NC(=O)c2ccccc2N(C)S(C)(=O)=O)cc1	.	-4	-0.1	6	-1.1	-4.1	-2	-9	-4

Next part
SMILES	TcdB GH inh	PrPC TRFRET	FadD28 FP inh	CCHF vOTU inh	PfHsp40 rescue	BoNT-A LC inh2	Anthrax LF inh2	BoNT F protease	Y pestis TopoI
C[C@]12CCC(OC(=O)CCC(=O)O)CC1=CCC1C2CC[C@]2(C)C(=O)CCC12 (stereo not given in full)	-1.0	6	-0.3	1	7.6	-1.6	6	-16	6
CC(=O)c1cccc(Nc2nc(-c3ccccc3)nc3ccccc23)c1	0.1	-8	-0.4	6	0.7	-5.9	-11	?	-6
Cc1ccc(OCCSC2=NN2c2cc(C)nc(N)n2)cc1	0.3	-2	-0.3	-1	-1.0	-0.6	-1	0	-11
N#CCc1ccc(NC(=O)c2ccc(CN3CCc4ccccc4C3)cc2)cc1	1.8	12	-0.2	9	-1.8	1.5	10	-5	-2
CC1C(C)N(C(=O)CCl)c2ccccc2N1C(=O)CCl (stereo not given)	-1.5	7	-1.8	-11	-2.5	-0.3	-2	0	1
Cc1ccccc1N1CC(O)(c2ccccc2)[N+]2=C1SCC2 (stereo not given)	.	-9	-2.8	6	0.5	0.1	0	3	4
COc1ccc(NS(=O)(=O)c2cccc(C(=O)N3CCN(c4ccccc4O)CC3)c2)cc1	2.0	-1	-3.1	6	2.3	-4.9	-4	-13	21
O=C(CSc1nnc2c(Cl)cc(C(F)(F)F)cn12)Nc1ccc2c(c1)OCO2	.	-1	-1.1	-6	-0.1	?	-4	2	-2
CS(=O)(=O)N1CCCC(C(=O)NCCCN2CCOCC2)C1 (stereo not given)	-0.4	5	-1.0	-9	-1.2	-0.5	-1	-8	-4
Cc1ccc(-c2nn(C)c(=O)c3ccccc23)cc1S(=O)(=O)NCCN(C)C	1.0	-10	-1.7	-2	-1.4	-0.2	-4	1	2
CS(=O)(=O)C1=C(O)C(=O)N(c2ccccc2)C1c1ccccc1 (stereo not given)	.	4	-2.3	8	-2.6	0.1	2	4	-4
Fc1ccc(-c2nc3ccc(Br)cn3c2Cc2ccccc2C(F)(F)F)cc1	1.8	1	-1.3	20	.	1.7	-6	-3	.
O=C(Nc1ccccn1)c1sc2cc([N+](=O)[O-])ccc2c1Cl	2.8	-8	-2.1	-9	-0.5	.	.	.	-5
Cc1ccc(-n2nnc3c(=O)n(CC(=O)N4CCCC4)cnc32)cc1	1.1	.	-3.9	.	0.7	0.0	1	-2	5
Cc1ccc(S(=O)(=O)N2CCC(=O)N([C@H](COCc3ccc(Cl)c(Cl)c3)Cc3ccccc3)CC2)cc1	1.4	-1	.	-1	.	0.3	3	-7	.
CCOc1ccc(/C=C/C(=O)OCC(=O)NCCc2ccc(OCC)c(OCC)c2)cc1OC	1.3	-3	0.2	0	0.9	-3.1	0	-13	18
COC(=O)c1cc2c(ccn2-c2ccc(F)cc2)n1CC(=O)OC(C)C	0.7	-8	-1.4	6	1.3	-1.4	2	-2	36
